High-throughput results from PubChem.
VEEV TC-83 Vero – inhibitors of VEEV TC-83 cytopathic effect, confirmation, Vero cells (AID 588727); inhibition, % at 20 µM; hits with a dose series show IC50 in µM; Vero cells, VEEV TC-83 cytopathic effect inhibition; higher % means a stronger effect; hit rate 0.13% among 350,000; in the data active = a potency from the dose series; inconclusive = inhibition mostly from about 14% at the one dose, without a potency; inactive = the rest, 99 in 100 with inhibition below about 12%; note: strong numbers were not always called active
Salmonella PhoP GFP – PhoP regulon inhibitors, Salmonella typhi PhoP promoter GFP reporter, confirmatory (AID 1850); Salmonella Typhi PhoP-promoter GFP reporter, fluorescence, 4 h; higher % means a stronger effect; one-dose inhibition, % at 50 µM; IC50 in µM for titrated hits; hit rate 0.33% among 310,000; in the data active = a potency from the dose series; inconclusive = inhibition mostly from about 25% at the one dose, without a potency; inactive = the rest, 99 in 100 with inhibition below about 19%;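 note: 0% = induced wells with vehicle and 100% = uninduced wells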
M. tuberculosis – growth inhibition of non-replicating M. tuberculosis (AID 488890) | hit rate 0.39% among 320,000 | Mycobacterium tuberculosis non-replicating, growth inhibition; higher % means a stronger effect | inhibition, % at 25 µM, or IC50 in µM where a hit was titrated; in the data active = a potency from the dose series; inconclusive = inhibition mostly from about 82% at the one dose, without a potency; inactive = the rest, 99 in 100 with inhibition below about 76%;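 note: plate controls were DMSO cells for no effect and high antibiotic wells for full effect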
H37Rv inhibition – M. tuberculosis growth inhibition, HTS (AID 449762) | M. tuberculosis H37Rv growth inhibition, 7H9 media; higher % means a stronger effect | inhibition, % at 25 µM; hits with a dose series show IC50 in µM | hit rate 0.59% among 330,000; in the data active = a potency from the dose series; inconclusive = inhibition above about 70% without an active follow-up result;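 note: bacterial growth assessed after seven days of incubation; strong numbers were not always called active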
influenza NS1A – H1N1 influenza NS1A inhibitors, functional cell based assay (AID 504329). one-dose inhibition, % at 12.5 µM; IC50 in µM for titrated hits. NS1A functional cell-based assay, percent inhibition; higher % means a stronger effect. hit rate 0.3% among 340,000; in the data active = a potency from the dose series; inconclusive = inhibition above about 27% without an active follow-up result; note: strong numbers were not always called active
VEEV TC-83 Vero 10K pilot screen – also measured in VEEV TC-83 Vero; calls as there; inhibition, %; measured here: 10K pilot screen inhibition
The depositor's hits bear a star; i = inactive; u = inconclusive; x = no result given; & = joins results of further samples.

SMILES	VEEV TC-83 Vero	Salmonella PhoP GFP	M. tuberculosis	H37Rv inhibition	influenza NS1A	others
O=C(c1nc2ccc(Cl)cn2c1CNCCn1ccnc1)N1CCCCCCC1	0.3%	-6%	17%	2%	7%
O=C(Nc1ccccc1N1CCCC1)c1ccco1	1.3%	12%	12%	-18%	18%
COc1ccccc1-c1c(C)nn2c(C)c(C(C)=O)cnc12	i	-5%	0%	1%	0%
O=C(CSCC(=O)Nc1nc(-c2ccc3c(c2)OCO3)cs1)Nc1nccs1	8.5%	8%	66%	-13%	-3%
Cc1ccc(-c2cn(S(=O)(=O)c3ccc(C)cc3)nc2N)cc1	i	0%	0%	6%	4%
O=C(NC1CC(=O)N(c2ccccc2)C1)C1CC1 (stereo unspecified)	1.6%	-1%	-9%	1%	-13%
O=C(CSc1nnc(CNC(=O)c2cccs2)o1)NCC1CCCO1 (stereo unspecified)	0.4%	-8%	-1%	-3%	-4%
CCCCc1ccc(NC(=O)CC(C)=O)cc1	i	8%	50%	u	-3%
CCNCC(=O)N1c2ccccc2CCc2ccc(NC(=O)OC(C)C)cc21	i	2%	16%	56µM*	-2%
CCN(CC)CCN(C(=O)/C=C/c1cccs1)c1nc2ccc(F)cc2s1	i	-31%	70%	9%	11%
O=C(NCc1cccnc1)c1ccc(NC(=O)c2ccc([N+](=O)[O-])cc2)cc1	9.5%	-5%	-9%	-2%	9%
O=C1c2ccccc2C(=O)N1c1cccc2cccnc12	0.7%	-9%	10%	11%	0%
O=C(CCNS(=O)(=O)c1c(Cl)cccc1Cl)OCC(=O)c1ccccc1	i	-9%	-6%	-4%	2%
CC(=O)N1N=C(c2cccnc2)OC1c1ccc(C(C)C)cc1 (stereo unspecified)	0.5%	-1%	29%	0%	-8%
O=C(CN(c1ccc(Cl)c(C(F)(F)F)c1)S(=O)(=O)c1ccccc1)N/N=C/c1cccc2c1OCCO2	2.8%	14%	11%	3%	4%
CCC(=O)N1CCc2nc(-c3ccccc3)sc2C1	4.8%	0%	-8%	-3%	-20%
O=C(CCC1N=C2c3ccccc3N=C(SCc3ccc(F)cc3)N2C1=O)NCc1ccco1 (stereo unspecified)	6.0%	-18%&-14%	30%	-2%	0%
O=C(NC1CCCC1)C(c1ccccc1F)N(C(=O)c1csnn1)C1CC1 (stereo unspecified)	i	-3%	-3%	4%	3%
CN(C)c1ccc(/C=C2/C(=O)NC(=O)N(Cc3ccco3)C2=O)cc1	1.5%	-5%	-8%	10%	-14%
COC(=O)c1ccc(S(=O)(=O)c2ccccc2)c(N)c1	2.1%	0%	-2%	1%	7%
COc1ccc(OC)c(S(=O)(=O)N2CCC(C(=O)N3CCN(Cc4ccccc4)CC3)CC2)c1	i	-3%	9%	-7%	-7%	VEEV TC-83 Vero 10K pilot screen=0.4
O=C(CN1C(=O)NC2(CCCC2)C1=O)Nc1nc2ccccc2s1	10%	1%	19%	5%	3%
Cc1onc(-c2ccccc2Cl)c1C(=O)Nc1ccc(Cl)cn1	1.6%	10%	13%	-3%	-16%
CN(CC(=O)N1CCN(Cc2ccccc2)CC1)S(=O)(=O)c1ccc(F)cc1	i	-5%	-2%	2%	18%
Cc1[nH]n(-c2cccc([N+](=O)[O-])c2)c(=O)c1-c1ccccc1	0.8%	-2%	20%	1%	8%
COc1ccccc1C1CN(c2ccccc2)N=C1c1cccs1 (stereo unspecified)	2.4%	-4%	8%	8%	-5%
CCc1ccccc1NC(=O)CNC(=O)CSC(=S)N1CCCC1	2.1%	x	26%	10%	1%
Cc1cccc(-n2c(SCC(N)=O)nnc2-c2ccccn2)c1C	0.2%	-7%	0%	-8%	11%
Cc1cc(C)nc(NC(=O)c2cc(Br)ccc2Cl)n1	0.2%	-7%	2%	2%	-6%
Cc1cc(N2CCN(S(=O)(=O)c3ccc4c(c3)OCCO4)CC2)n2ncnc2n1	1.9%	-9%	7%	-6%	-5%
COc1ccc(CNc2nc(SC)n[nH]2)cc1OC	0.7%	-2%	-7%	0%	-7%
CCOC(=O)c1c(NC(=O)C(F)(OC)C(F)(F)F)sc(C(=O)N2CCCCC2)c1C (stereo unspecified)	2.3%	-4%	29%	7%	5%
Cc1ccsc1/C=N/NC(=O)c1cccc(S(=O)(=O)Nc2ccccc2Cl)c1	1.7%	-11%	-20%	2%	-6%
CCCCn1nnnc1SCC(=O)Nc1cccc(C)c1	i	2%	68%	8%	12%
O=C(NCc1cccnc1)c1ccc(-c2ccc(Cl)cc2)o1	i	2%	36%	2%	4%
Cc1ccccc1C(=O)NCCN1CCOCC1	0.5%	10%	-10%	2%	-2%
CN1CCCC(CC2Oc3ccccc3Sc3ccccc32)C1 (stereo unspecified)	3.0%	11%	41%	5%	10%
Cn1c(CCNC(=O)c2ccc(Cl)cc2)n[nH]c1=S	0.6%	2%	-1%	-11%	-24%
COc1ccc(-n2c(N)c(Br)c(=O)[nH]c2=O)cc1	0.3%	-2%	0%	-8%	10%
CS(=O)(=O)c1ccc(S(=O)CC(=O)OCc2ccccc2)c([N+](=O)[O-])c1 (stereo unspecified)	5.8%	x	x	x	11%
Cn1c(=N)n(CC(=O)c2ccc(Br)cc2)c2ccccc21	i	20%	9%	55%	4%
CCOc1ccc(NC(=O)COC(=O)C2CC2C)cc1 (stereo unspecified)	2.4%	x	66%	-1%	-11%
Cc1ccc(C(=O)CC2(O)C(=O)N(Cc3ccccc3)c3ccccc32)o1 (stereo unspecified)	i	-3%	u	-2%	-2%
CCOC(=O)N1CCN(c2cc3nccnc3cc2F)CC1	2.9%	4%	-2%	-2%	-10%
O=C(O)CC1S/C(=N/N=C2CCCCC2)N(c2ccccc2)C1=O (stereo unspecified)	i	-5%	-7%	3%	18%
CCOC(=O)Cn1c(C)[n+](CC(=O)c2ccccc2)c2ccccc21	i	-3%	-1%	-2%	-4%
Cc1cccc(OCc2nnc(SCC(=O)Nc3nccs3)o2)c1	0.4%	-3%	u	2%	2%
CCC(=O)Nc1ccc(C(=O)n2nc(C)cc2C)cc1	0.5%	7%	7%	4%	7%
CCOC(=O)c1c(NC(=O)C2C3C=CC(C3)C2(C)C(=O)O)sc2c1CCCC2 (stereo unspecified)	2.8%	-4%	9%	-1%	-2%
COc1ccc(Cl)cc1S(=O)(=O)N(C)CC(=O)NCCCn1ccnc1	i	3%	0%	7%	-11%
O=C(COC(=O)COc1ccccc1)NC1CCS(=O)(=O)C1 (stereo unspecified)	2.8%	x	-1%	4%	6%
COc1cc(C(=O)OC(C)C(=O)NCC2CCCCC2)cc(NC(=O)c2ccco2)c1OC (stereo unspecified)	3.6%	-4%	1%	12%	-2%
Cc1cc(C(=O)NCC(=O)OCC(=O)N(C)C2CCCCC2)ccc1[N+](=O)[O-]	0.4%	-1%	0%	-1%	-4%
O=S(=O)(c1ccc(OCc2nc3ccccc3s2)c(Cl)c1)N1CCOCC1	1.5%	-1%	4%	2%	4%
CCc1ccc(S(=O)(=O)N2CCN(c3ncccn3)CC2)cc1	0.4%	5%	15%	3%	-4%
CC(C)Oc1ccc(CCc2nnc(SC(C)C(=O)O)n2-c2ccccc2)cc1 (stereo unspecified)	3.6%	0%	-16%	-6%	-6%
COc1ccc(/C=C/C(=O)c2ccc3c4c(cccc24)CC3)cc1OC	5.3%	-12%	19%	28%	0%
CC1CC(C)CN(C(=O)CCNS(=O)(=O)c2cccs2)C1 (stereo unspecified)	0.5%	-1%	-20%	2%	-1%
CN(Cc1ccccc1)C(=O)c1cccc(NC(=O)Cc2ccc(NC(=O)C3CCN(C(=O)c4ccccc4)CC3)cc2)c1	i	x	x	x	-4%
Cn1c(Nn2cnnc2)nc2ccccc21	i	5%	-14%	-9%	0%

Six entries picked at random from those above, as already listed:
SMILES	VEEV TC-83 Vero	Salmonella PhoP GFP	M. tuberculosis	H37Rv inhibition	influenza NS1A	others
CN(Cc1ccccc1)C(=O)c1cccc(NC(=O)Cc2ccc(NC(=O)C3CCN(C(=O)c4ccccc4)CC3)cc2)c1	i	x	x	x	-4%
CCOc1ccc(NC(=O)COC(=O)C2CC2C)cc1 (stereo unspecified)	2.4%	x	66%	-1%	-11%
O=S(=O)(c1ccc(OCc2nc3ccccc3s2)c(Cl)c1)N1CCOCC1	1.5%	-1%	4%	2%	4%
Cc1cccc(OCc2nnc(SCC(=O)Nc3nccs3)o2)c1	0.4%	-3%	u	2%	2%
COc1cc(C(=O)OC(C)C(=O)NCC2CCCCC2)cc(NC(=O)c2ccco2)c1OC (stereo unspecified)	3.6%	-4%	1%	12%	-2%
CCC(=O)Nc1ccc(C(=O)n2nc(C)cc2C)cc1	0.5%	7%	7%	4%	7%

(more compounds)
SMILES	VEEV TC-83 Vero	Salmonella PhoP GFP	M. tuberculosis	H37Rv inhibition	influenza NS1A	others
CC(C)C(=O)Nc1nc(-c2ccc3c(c2)CCN3C(=O)C2CC2)cs1	12%	-7%	3%	0%	8%
COc1ccc(C(=O)Nc2ccc(Cl)cc2C(=O)NCc2ccco2)cc1OC	8.4%	-5%	46%	5%	6%
CC(C)C(NC(=O)/C=C/c1cccc([N+](=O)[O-])c1)C(C)C	0.9%	-9%	5%	8%	-6%
CCCCNC(=O)C1CCC(CNS(=O)(=O)c2ccc(C)cc2)CC1 (stereo unspecified)	0.1%	-4%	32%	0%	-1%
O=C(Cc1ccccc1)NNC(=S)NC(=O)c1cccs1	1.1%	46µM*	u	27%	x
O=C(/C=C/c1ccccc1)NNC(=O)c1cccnc1	i	-7%	-5%	2%	-8%
CN(C)c1cccc(C(=O)N/C=C/n2cnc3cc(C(F)(F)F)ccc32)c1	0.2%	2%	3%	4%	-6%
Cc1ccc(OCC(=O)Nc2ccc(N3CCN(S(C)(=O)=O)CC3)cc2)cc1C	0.6%	5%	-16%	44%	-8%
NC(=O)C1CCN(C(=O)COc2cccc3cccnc23)CC1	i	-3%	-28%	0%	-10%
Cc1csc2nc(SCC(=O)N3CCN(c4ccccc4)CC3)[nH]c(=O)c12	8.7%	-6%	23%	5%	19%
O=C(O)/C=C/C(=O)Nc1ccc(SC(F)(F)C(F)(F)C(F)(F)F)cc1	3.0%	-15%	18%	0%	-12%
Cc1cc(C)nc(NC(=O)c2ccc(Cl)cc2[N+](=O)[O-])c1	1.8%	-7%	-6%	2%	-4%
CC(C)(C)NC(=O)CN(CC1CCCO1)C(=O)CNS(=O)(=O)c1ccc(F)cc1 (stereo unspecified)	i	1%	0%	6%	8%
CCCc1ccc(C(C)NC(=S)NCc2ccc(F)cc2)cc1 (stereo unspecified)	0.7%	5%	65%	-1%	-7%
COCCCn1c(SCC(=O)NC2CCCCC2)nnc1-c1ccco1	2.3%	-1%	-3%	-9%	2%
CCN(C(=O)CN1CCN(S(=O)(=O)c2cc(Cl)ccc2Cl)CC1)c1c(N)n(Cc2ccccc2)c(=O)[nH]c1=O	1.5%	12%	42%	-1%	9%
Cc1ccc(N2CC(C(=O)N3CCC(C(=O)Nc4nnc(C(C)(C)C)s4)CC3)CC2=O)cc1 (stereo unspecified)	0.8%	1%	45%	5%	2%
O=c1c2ccccc2nc(SCc2cc(F)ccc2F)n1C1CCCC1	i	-7%	-12%	1%	10%
O=C1CCCC2=C1C(c1ccccn1)Nc1ccc(C(=O)c3ccccc3)cc1N2 (stereo unspecified)	0.4%	-7%	-2%	-11%	0%
Cc1ccsc1C(=O)OC(C)C(=O)NC1CCCCC1C (stereo unspecified)	0.3%	x	x	x	8%
Cc1nc2nc(SCC(=O)NCCCN3CCOCC3)nn2c(C)c1Cc1ccccc1	0.5%	-6%	9%	0%	-11%
Cc1ccc(Cn2nnnc2CN2CCC(n3nnc4ccccc43)CC2)cc1	4.5%	1%	19%	61%	11%
O=C(Nc1ccc(C(=O)N2CCCC2)cc1)c1ccc(F)cc1Cl	0.9%	-13%	11%	-9%	-7%
CCN(CC(=O)Nc1cccc(S(=O)(=O)N2CCCC2)c1)CC(=O)Nc1ccccc1OC	8.4%	-5%	3%	6%	-1%
Cc1nnc(SCC(=O)N2CCN(c3ccccc3)CC2)n1C1CC1	1.5%	x	-6%	-11%	-6%
O=C(NCCc1csc(-c2ccccc2)n1)c1ccco1	1.2%	9%	2%	2%	-3%
CC(=O)NCCNC(=O)c1ccc(-n2c(C)ccc2C)cc1	0.5%	4%	13%	7%	-4%
CCN(CC)S(=O)(=O)c1ccc(NC(=O)c2ccc(N(C)S(C)(=O)=O)cc2)cc1	1.3%	3%	8%	-3%	1%
